Bioassay records deposited in PubChem by National Center for Advancing Translational Sciences (NCATS).
MCF10A rereplic: induces DNA re-replication in MCF 10a normal breast cells; Potency, µM (highest dose often 46.1 µM), for the others: at the top dose activity, positive = re-replication, hits mostly activators; MCF 10A DNA re-replication, Hoechst nuclear intensity, 48 h; hit rate 2.9% among 350,000; AID 624296; also: potency is read from the fitted curve at half-maximal effect; % of control where 0% means no effect; nearly all actives have a fitted effect of over 50% in size
KB-3-1 tox: KB-3-1 parental cell cytotoxicity. KB-3-1 viability, CellTiter-Glo ATP luminescence, 72 h. Potency, µM (top dose mostly 46.1 µM), for the others: at the highest dose activity change, negative = cytotoxic, actives largely listed as cytotoxic. AID 1347075. hit rate 1.4% among 400,000; also: potency is read from the fitted curve at half-maximal effect; % is scaled to controls: 0 for no effect and ±100 for the full control effect; nearly all actives have a fitted effect of over 60% in size
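Multi-concentration cytotoxicity screen in KB-3-1 cells grown in DMEM lacking phenol red with 10% FBS. After 72 h at 37 °C with compound, ATP-dependent luminescence was recorded.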
SW480 rereplic: DNA re-replication induction in SW480 cells | SW480 DNA re-replication, Hoechst DNA content imaging, 48 h | Potency, µM (series often up to 46.1 µM), for inactives: top-dose re-replication activation, most hits filed as activators | hit rate 1.8% among 340,000 | AID 624297; also: potency is read from the fitted curve at half-maximal effect; % of control where 0% means no effect; nearly all actives have a fitted effect of over 55% in size
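Image-based DNA-content assay: after two days of treatment, nuclei were labelled with the DNA dye Hoechst and imaged, and hits were compounds raising the count of nuclei showing high fluorescence intensity.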
HepG2 viability: kills HepG2 cells in TGF-b inhibitor counter-screen. HepG2 CAGA-GFP viability, ATP luminescence, 18 h. Potency, µM (series often up to 46.1 µM), inactives show at the highest dose activity change, negative = cytotoxicity, most hits filed as cytotoxic. hit rate 0.76% among 410,000; also: potency is read from the fitted curve at half-maximal effect; some results filed as inactive show a strong effect at the top dose
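CellTiter-Glo luminescence gave cytotoxicity after 18 hours at 37 degrees C. The cells were HepG2 CAGA-GFP in 1% FBS DMEM, stimulated with 500 pg/mL TGF-beta after compound addition. %Activity was normalised to no-cell wells (complete cell-killing) and DMSO (no toxicity), and curves were fitted and classified.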
HT1080-NT tox: kills 2HG-producing HT-1080-NT fibrosarcoma cells. hit rate 1.6% among 360,000. Potency, µM (titrated, usually from 46.1 µM), for the others: at the highest dose activity, negative = less viability, most hits filed as cytotoxic. HT-1080-NT fibrosarcoma viability, CellTiter-Glo ATP luminescence, 48 h. AID 686970;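 also: NT is the 2HG producing partner of a matched IDH1 knockdown line; potency is read from the fitted curve at half-maximal effect; 0% = DMSO-treated cells and -100% = media-only wells without cells; nearly all actives have a fitted effect of over 55% in size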
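HT-1080-NT fibrosarcoma cells (2HG-overproducing), 750 cells/well in RPMI with 5% FBS, dosed after 2 h and incubated 48 h at 37C. CellTiter-Glo luminescence normalized to DMSO and no-cell wells; concentration-response curves fitted and classed.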
S2 tox: reduces viability in counter-screen for ATXN expression inhibitors; S2 cells (HEK-293 line with an ATXN2-luciferase reporter) viability, CellTiter-Fluor protease fluorescence, 24 h; Potency, µM (series often up to 56.7 µM), hits mostly cytotoxic; hit rate 0.49% among 400,000; also: potency is read from the fitted curve at half-maximal effect; nearly all actives have a fitted effect of over 40% in size
ATXN2 expr inh: reduces ATXN2 reporter expression in HEK-293 cells. HEK-293 ATXN2-luciferase reporter, luminescence, 24 h. Potency, µM (doses to about 57 µM), for inactives: at the top dose activity change, negative = inhibition, actives largely listed as inhibitors. hit rate 0.72% among 360,000. AID 1745845; also: potency is read from the fitted curve at half-maximal effect; % is scaled to controls: 0 for no effect and ±100 for the full control effect; nearly all actives have a fitted effect of over 55% in size
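ATXN2-luciferase reporter cells (luciferase flanked by upstream and downstream ATXN2 gene portions) were treated 24 h at 37 °C with compounds at up to 57 uM. SteadyGlo luminescence gave expression; GF-AFC fluorescence gave viability.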
HT1080 IDH1KD tx: toxicity to HT-1080 IDH1 knockdown cells (counter line); Potency, µM (top dose mostly 46.1 µM), inactives show top-dose activity, negative = toxicity, hits mostly cytotoxic; hit rate 2% among 360,000; HT-1080 IDH1 knockdown viability, ATP luminescence, 48 h;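 also: potency is read from the fitted curve at half-maximal effect; 0% = DMSO wells and -100% = cell-free medium wells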
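CellTiter-Glo luminescence after 48 h compound exposure at 37 degrees C of IDH1-knockdown HT-1080 cells in 5% FBS RPMI. %Activity scaled between DMSO wells and cell-free media wells, with curves fitted and assigned curve classes.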
IL1B secr inh: inhibitors of inflammasome signaling (IL-1 beta secretion) | activity change, % at 57.5 µM | THP-1 LPS/ATP IL-1B secretion, AlphaLISA, 16 h; hits give low values | hit rate 4.7% among 360,000; in the data active = activity change below about -50%; inconclusive = mostly about -30% to -49%; also: % is scaled to controls: 0 for no effect and ±100 for the full control effect
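THP-1 cells pretreated 1 hr with compounds (up to 57.5 uM final), then stimulated with LPS (250 ng/mL final) plus ATP (1.25 mM final); secreted IL-1B measured by AlphaLISA after 16 hr, decreased signal indicating inhibition.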
Numbers without * were called inactive; i = inactive; ? = inconclusive; · = no result given; & = joins results of further samples; [ ] = another dose, or the depositor's remark. Unless noted, calls follow the shape of the dose curve; as a rule, active = well fitted curve in the direction sought with a large enough effect; inconclusive = small, poorly fitted or top-dose-only effect, or another doubt; inactive = no such curve, though single readings can be large; an effect the other way counts as inactive or inconclusive.

SMILES | MCF10A rereplic | KB-3-1 tox | SW480 rereplic | HepG2 viability | HT1080-NT tox | S2 tox | ATXN2 expr inh | HT1080 IDH1KD tx | IL1B secr inh
CCn1c(SCC(=O)c2c(N)n(C3CC3)c(=O)[nH]c2=O)nnc1-c1ccoc1C | 2% | 3% | 3% | 8% | 2% | i | · | 12% | 10
CCC(C)NC(=O)c1c(N)n(/N=C/c2cccnc2)c2nc3ccccc3nc12 (configuration not stated) | 2.1µM* | ? | 5.8µM* | -12% | ? | i | -16% | ? | -59*
O=C1OCCC1Sc1nnc(-c2ccc(O)cc2)o1 (configuration not stated) | -4% | -1% | 2% | 10% | 5% | i | -4% | 10% | 2
Cc1cccc(Cc2cnc(NC(=O)CN3C(=O)/C(=C/c4ccccc4)SC3=S)s2)c1 | 4% | 9% | 12% | -6% | 6% | i | 5% | 2% | -4
OCC1OC(n2nc3ccccc3n2)C(O)C(O)C1O (configuration not stated) | -2% | -2% | 0% | -2% | -13% | i | 4% | -3%[9.24 µM] | 30
O=C(NCc1cnc2ccccn12)C1CCC(=O)N(Cc2ccccc2F)C1 (configuration not stated) | -1% | -1% | -3% | 2% | 3% | i | 0% | -1% | -6
CCCCOc1ccc(OCCNC(=O)c2ccco2)cc1 | ? | ? | 0% | 8% | 1% | i | -3% | ? | 8
COc1ccccc1NC(=O)CSc1c2c(nc3ccccc13)CCC2 | 2% | -16% | -6% | -9% | -6% | ? | 13% | -26% | ?
CC(=O)N1C(=O)NC(c2ccccc2)=C([N+](=O)[O-])C1c1ccccc1 (configuration not stated) | 0% | -10% | -1% | -2% | -7% | i | -22% | -1% | -7
COc1nc(/C(N)=N/O)nc(N2CCCCC2)n1 | -54%[inhibitor] | ? | -10%[9.22 µM] | 2% | 1% | ? | -11% | 2% | 26
O=C(CN(c1ccccc1)S(=O)(=O)c1ccccc1[N+](=O)[O-])NN=C1CCCCCCC1 | ? | 1% | -8% | 0% | 2% | i | -2% | -3%[9.24 µM] | -22
COCC(C)n1c(SCC(=O)Nc2cccnc2Cl)nc2ccccc2c1=O (configuration not stated) | · | -24% | · | -12% | 0% | i | · | -8% | -15
O=C(COc1cccc2ccccc12)N/N=C/c1ccncc1 | -11% | 6% | -37%[inhibitor] | -16% | 10% | i | -21% | -2% | -1
CNc1nc(-c2ccccc2)nc(-c2ccccc2)c1C#N | 4% | 5% | 26% | -2% | -8% | i | -8% | 20% | -2
C=CCn1c(=O)/c(=C/c2ccc(O)cc2)s/c1=C(/C#N)c1nnc2n1CCCCC2 | -7% | -1% | -3% | -5% | 2% | i | -27% | 18% | ?
CC(=O)c1cn(C)c(=O)n(C)c1=O | 7% | -21% | -16% | 3% | 4% | i | 3% | 12% | 16
Cc1ccc(NC(=O)Nc2ccon2)cc1 | -3% | 7% | -4% | -2% | -2% | i | 18% | 2% | ?
Cc1ccc(NC(=O)Nc2cnccn2)cc1Cl | 2% | -13% | 1% | -5% | 1% | i | 11% | -5% | -6
O=[N+]([O-])c1cccnc1Sc1ccc(Cl)cc1 | -1% | -1% | -2% | -1% | -2% | i | -8% | -5% | -16
OCc1nc2ccc(Cl)cc2[nH]1 | 11% | -4%&11% | 28% | 33%&8% | 6% | i | 21% | -1% | 2
CN(C)C(=C(C#N)C#N)N1CCN(c2ccc(Cl)cc2)CC1 | ? | -7% | ? | -171% | 5% | i | -2% | -1% | -8
CCOC(=O)c1cc(CC)sc1NC(=O)COC | ? | -5% | -3% | -7% | 3% | i | -13% | -19% | 3
CC1=C(C(=O)Nc2ccccc2)C(c2ccccc2[N+](=O)[O-])NC(=O)N1 (configuration not stated) | 0% | 6% | -2% | 2% | 0% | i | · | 5% | 20
OC1(c2cccc(C(F)(F)F)c2)CCN(CCN2CCCCC2)CC1 | ? | -6% | -1% | 1% | -6% | i | 3% | -5% | 1
CCN(CC)/C(=N/S(=O)(=O)c1ccc(C)cc1)c1ccccc1 | 8% | 0% | -17% | -7% | -2% | i | 1% | 0% | 13
Cc1ccccc1OCCC(=O)Nc1ccccc1C(=O)NC1CC1 | 29% | 10% | 40% | -7% | 1% | i | -2% | 10% | 19
NC(=O)[C@@H]1CCCCNc2c(I)cc([N+](=O)[O-])cc2C(=O)N[C@@H](CCC(=O)O)C(=O)N[C@@H](CO)C(=O)N1 | 3% | 5% | -6%[9.22 µM] | 9% | 10% | ? | -6% | 6% | 17
CCOC(=O)C1C(=O)N(C(=O)c2cncc(Br)c2)CC1c1ccccc1 (configuration not stated) | 12% | ? | 0% | -91% | -5% | i | 2% | 3% | 15
COc1cc(NC(=S)Nc2cccc(Cl)c2Cl)c(OC)cc1Cl | 8% | -10% | 2%[9.22 µM] | -5% | 2% | i | 0% | 2% | -12
CC(=O)N1N=C(c2c(-c3ccccc3)c3cc(C)ccc3[nH]c2=O)CC1c1ccco1 (configuration not stated) | ? | -12% | 9% | -12% | -16% | i | -12% | -20% | ?
CC(C)c1onc(C(=O)NC2CCCC2)c1[N+](=O)[O-] | 19% | 4% | ? | -19% | 0% | i | · | 5% | -19
O=C1CC(c2ccccc2)CC(O)=C1C=NC1CCCC1 (configuration not stated) | 20% | 6% | -1% | -12% | 7% | i | 8% | ? | -22
Cc1ccc(S(=O)(=O)N(CC(=O)NCCSc2ccccn2)c2cc(C)cc(C)c2)cc1 | 25% | -6% | 9% | -51% | -9% | i | -12% | -15% | -17
Cc1nn(CCC(=O)N2CCN(S(=O)(=O)c3ccc(Cl)cc3)CC2)c(C)c1C | 0% | 8% | -4% | 14% | -1% | i | -21% | -3% | 24
CCOc1[nH]n(-c2ccc(Cl)cc2)c(=O)c1C=NCc1cccnc1 | 0% | 2% | 21% | 6% | -9% | i | · | -17% | -9
CC(C)OP(=O)(OC(C)C)C(NC(=O)c1ccccc1)C(N)=O (configuration not stated) | 2% | 0% | 3% | 3% | 11% | i | -14% | 9% | -5
Cc1cc(NC(=O)COC(=O)c2ccc(OC(F)(F)F)cc2)no1 | -5% | -3% | -10% | 12% | 10% | i | 10% | 11% | 7
CCS(=O)(=O)Nc1cccc(-c2cc(-c3ccccc3)c3cc(C)ccc3n2)c1 | 15µM* | -3% | 1% | -95% | 23µM* | i | -11% | ? | -99*
Cc1ccc(-c2ccc(=O)n(CC(=O)NCCC(C)C)n2)cc1 | -2% | -2% | -8% | -8% | -3% | i | -6% | -3% | -16
COc1cccc(CNc2ccc3[nH]c(=O)[nH]c3c2)c1OCc1ccc(F)cc1 | 7% | -13% | -10% | 5% | -28% | i | -25% | 1% | -27
Cc1ccc(CC(CC(=O)O)C(=O)NCc2ccccc2)cc1 (configuration not stated) | -2% | ? | -3% | 11% | 11% | i | -14% | 6% | 19
CC(C)N(Cc1nnc(-c2ccc(Cl)cc2)o1)C(=O)c1cc2ccccc2o1 | 19% | -1% | 1% | -15% | 3% | i | · | 5% | 11
CCC(=O)c1cn(CCOc2ccccc2OC)c2ccccc12 | -2% | -9% | 0% | -4% | -20% | i | -11% | -15% | -15
CCOC(=O)c1c(NC(=O)CNC2CCCc3ccccc32)sc(C(N)=O)c1C (configuration not stated) | 16µM* | -10% | -2% | -20% | -6% | i | · | -11% | -13
COc1ccc(CNS(=O)(=O)c2ccc(-c3cnc(C4CC4)o3)cc2)cc1 | 0% | ? | 0% | -20%&-20% | -20% | ? | ? | -22% | 7
CCCc1nnc(SCc2ccc(C(=O)OC)o2)n1N | -4% | 0% | -4% | 2% | 5% | i | -2% | 13% | -13
CC1CCC(NC(=O)CN2C(=O)NC3(CCCCCC3)C2=O)CC1 (configuration not stated) | · | ? | · | -2% | 0% | i | 3% | -1% | -18
COc1ccc(C(=O)Nc2cc3c(cc2C(=O)c2ccccc2Cl)OCCO3)cc1 | · | ? | · | 4% | · | i | 13% | · | ·
Cc1cc(C(=O)N/N=C/c2cc(Br)cc([N+](=O)[O-])c2O)c2ccccc2n1 | 29% | 0% | · | 2% | ? | i | ? | ? | 0
Cc1nc(NC(=O)COC(=O)C(C)NC(=O)c2ccccc2)c(Cl)cc1Cl (configuration not stated) | -1% | 1% | -4% | 1% | -2% | i | · | 0% | 11
COc1ccc(O)c(C(=O)CC(=O)c2ccncc2)c1 | -8% | -7% | -19% | -22% | 16% | i | -23% | -1% | -29
COC(=O)c1cnn(-c2ccccc2)c1/C=N/NC(=S)Nc1ccccc1 | 1% | -8% | 3% | 58% | 14% | i | 1% | 1% | 91
COC(=O)c1ccccc1NC(=O)c1cc(CN2CCCC2)on1 | · | -6% | · | 12% | · | i | 7% | · | ·
Cc1[nH]c2ccc(C(=O)NCCCN3CCOCC3)cc2c1C | -3% | -4% | -15% | 12% | 10% | i | 2% | 2% | -7
O=C(OCCc1cc2ccccc2c(=O)o1)c1ccco1 | ? | 16% | -5% | 22% | 8% | i | 11% | 13% | 17

Reformatted with values under each structure: entries from further up
Results follow in this order: MCF10A rereplic | KB-3-1 tox | SW480 rereplic | HepG2 viability | HT1080-NT tox | S2 tox | ATXN2 expr inh | HT1080 IDH1KD tx | IL1B secr inh
CCCc1nnc(SCc2ccc(C(=O)OC)o2)n1N
    -4% | 0% | -4% | 2% | 5% | i | -2% | 13% | -13
CC1CCC(NC(=O)CN2C(=O)NC3(CCCCCC3)C2=O)CC1 (configuration not stated)
    · | ? | · | -2% | 0% | i | 3% | -1% | -18
COc1ccc(C(=O)Nc2cc3c(cc2C(=O)c2ccccc2Cl)OCCO3)cc1
    · | ? | · | 4% | · | i | 13% | · | ·
Cc1cc(C(=O)N/N=C/c2cc(Br)cc([N+](=O)[O-])c2O)c2ccccc2n1
    29% | 0% | · | 2% | ? | i | ? | ? | 0
